CHRM4 agonist – agonists of human muscarinic M4 receptor (CHRM4) | 360,000 tested, 0.14% active | activation, % at 3 µM | CHO-K1 hM4/Gqi5, Fluo-8 calcium fluorescence; vehicle 0%, full acetylcholine response 100% | P08173;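 active = activation above the run mean over all test wells plus 3 SD, cut at about 32% in these data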;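 note: peak over basal fluorescence ratio per well then scaled between controls; 0% = DMSO wells and 100% = acetylcholine at EC100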
Target sequence (P08173 whole entry, looked up): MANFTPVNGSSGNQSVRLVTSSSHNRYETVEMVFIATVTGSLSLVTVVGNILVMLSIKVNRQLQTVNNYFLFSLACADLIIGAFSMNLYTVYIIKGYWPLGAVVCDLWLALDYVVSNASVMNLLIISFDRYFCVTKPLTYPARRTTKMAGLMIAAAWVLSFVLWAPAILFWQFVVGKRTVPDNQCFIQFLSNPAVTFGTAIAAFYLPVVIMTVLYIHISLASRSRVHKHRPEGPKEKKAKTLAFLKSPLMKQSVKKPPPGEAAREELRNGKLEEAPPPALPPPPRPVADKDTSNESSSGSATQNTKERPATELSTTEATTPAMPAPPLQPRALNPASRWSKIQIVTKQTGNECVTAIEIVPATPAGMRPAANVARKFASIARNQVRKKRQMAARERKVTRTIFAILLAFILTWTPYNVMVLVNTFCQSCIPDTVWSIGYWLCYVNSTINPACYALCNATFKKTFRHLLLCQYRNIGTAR
CHRM5 PAM – positive allosteric modulators of human muscarinic M5 receptor | P08912 | CHO-K1 hM5, Fluo-8 calcium, ACh EC20 PAM; 0% = ACh EC20, 100% = ACh EC100 | activation, % at 3 µM | 360,000 tested, 0.3% active;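 active = activation above the run cutoff, the mean activation of all test compounds plus 3 SD, cut at about 18% in these data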
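Replicates: One well per compound, no replicates | System: Human M5 receptor in CHO-K1 cells | Benchmarks: Low control EC20 acetylcholine (0%), high control EC100 acetylcholine (100%) | Probe or stimulus: Acetylcholine, EC20 level | Times: Fluo-8 loading 80 min at 37 °C plus 30 min room temperature | Signal: Intracellular calcium via Fluo-8 fluorescence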
M4 antag – CHRM4 antagonism in calcium assay. 360,000 tested, 0.73% active. CHO-hM4 cells, ACh EC80, Fluo-8 calcium fluorescence. AID 624125. inhibition, % at 3 µM;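 active = inhibition above its plate's cutoff, the mean inhibition of sample wells plus 3 SD, cut at about 27% in these data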;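 note: 0% = acetylcholine EC80 with DMSO and 100% = DMSO without agonist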
CHRM5 agonist – agonists of human muscarinic M5 receptor (CHRM5); P08912; CHO-K1 hM5 cells, Fluo-8 calcium fluorescence; 0% DMSO wells, 100% maximal acetylcholine response; activation, % at 3 µM; 360,000 tested, 0.19% active; AID 624037;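 active = activation above the run's mean over test compounds plus 3 SD, cut at about 23% in these data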;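 note: signal is peak over basal fluorescence ratio across the kinetic read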
CHRM5 antagonist – blocks acetylcholine activation of human M5 receptor. CHO-hM5 cells, Fluo-8 calcium fluorescence, ACh EC80. inhibition, % at 3 µM. AID 624040. 360,000 tested, 0.59% active;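 active = inhibition above a per-plate cutoff, the mean of that plate's test compounds plus 3 SD, cut at about 27% in these data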;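 note: 0% = acetylcholine EC80 with DMSO and 100% = DMSO without agonist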
CHO-K1 Ca ag – counter-screen for M1 agonists: effect in parental CHO-K1 cells. 360,000 tested, 0.48% active. AID 602248. activation, % at 3 µM. Fluo-8 calcium fluorescence; scaled to maximal ATP response, vehicle zero; in the data active = activation above about 15%;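 note: untransfected CHO-K1 host cells lacking M1 receptor as counterscreen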
M4 PAM – potentiates acetylcholine response at human M4 receptor; 360,000 tested, 0.4% active; activation, % at 3 µM; P08173; CHO-K1 hM4/Gqi5, Fluo-8 calcium fluorescence, ACh EC20; 0% = ACh EC20, 100% = maximal ACh;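 active = activation above its plate's cutoff, the mean activation of sample wells plus 3 SD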; note: some results filed as inactive read as strong as hits
CHO-K1 Ca PAM – counter-screen for M1 PAMs: effect in parental CHO-K1 cells; ATP EC20, Fluo-8 calcium fluorescence; 0% at ATP EC20, 100% at ATP max; 360,000 tested, 0.02% active; AID 602247; activation, % at 3 µM;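 active = activation above the run cutoff, the mean activation of all test compounds plus 3 SD, cut at about 40% in these data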;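 note: peak over basal fluorescence ratio in a 140 s read after ATP addition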
CHO-K1 Ca antag – M1 antagonist counterscreen hit in parental CHO-K1 cells; 360,000 tested, 0.6% active; ATP-induced calcium, Fluo-8 fluorescence; inhibition, % at 3 µM;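 active = inhibition above a per-plate cutoff, the plate's mean sample inhibition plus 3 SD, cut at about 24% in these data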;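 note: 0% = DMSO plus EC80 ATP and 100% = DMSO alone without ATP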
* = called active by the depositor. Rows were taken by chance. About 2.7% of those tested had a hit in this group.

Codes: A = CHRM4 agonist; B = CHRM5 PAM; C = M4 antag; D = CHRM5 agonist; E = CHRM5 antagonist; F = CHO-K1 Ca ag; G = M4 PAM; H = CHO-K1 Ca PAM; I = CHO-K1 Ca antag
CCOC(=O)c1sc2ncnc(N3CCN(CC)CC3)c2c1C
  A: 2	B: 5	C: -17	D: -6	E: -18	F: -0.4	G: 4	H: 9	I: -1
CC(C)NC(=O)Cn1nc(C(F)(F)F)c2c1CCC2
  A: 2	B: 3	C: -13	D: -3	E: -2	F: 0.5	G: 13	H: 19	I: -7
Cc1ccn2c(NC3CCCC3)c(-c3ccccn3)nc2c1
  A: 2	B: 6	C: -16	D: -1	E: -4	F: 2.5	G: -3	H: 3	I: -8
COc1ccc(-n2c(SCc3nnc(-c4ccccc4)o3)nnc2-c2ccccc2)cc1
  A: 2	B: -3	C: -9	D: -2	E: 6	F: 0.4	G: 6	H: 7	I: 1
COc1ccc(OC)c(-c2nnc3n2N=C(c2ccc(OC)c(OC4CCCC4)c2)CS3)c1
  A: 3	B: -28	C: -2	D: -10	E: 12	F: -1.2	G: -12	H: -23	I: 8
Cc1cccc(-c2nn(-c3ccccc3)cc2C(=O)N2CCN(C3CCS(=O)(=O)C3)CC2)c1 (stereo unspecified)
  A: 4	B: -5	C: 3	D: 1	E: 8	F: 1.5	G: 0	H: 2	I: -1
COC(=O)c1ccc(-c2csc(NC(=O)c3c(C)noc3C)n2)cc1
  A: 16	B: -28	C: 5	D: 3	E: 9	F: 11	G: -9	H: -9	I: -3
O=C(O)Cn1c(=O)c2c3c(sc2n(Cc2ccccc2F)c1=O)CCCC3
  A: 1	B: -1	C: -12	D: -3	E: 2	F: -0.5	G: -2	H: 2	I: 6
O=C(COC(=O)c1cnccn1)c1ccc(Cl)cc1
  A: 0	B: 0	C: 0	D: 0	E: 13	F: 2.0	G: 4	H: 2	I: -13
O=C(COC(=O)Cn1cnc2ccccc21)Nc1ccc(OC(F)F)cc1
  A: 2	B: 13	C: -20	D: 2	E: -11	F: 0.1	G: 21	H: -14	I: 6
CC(C)/C=N/Nc1nc2c(c(=O)n(C)c(=O)n2C)n1C
  A: 1	B: -2	C: 2	D: -3	E: 10	F: 0.4	G: -5	H: 13	I: -10
C=CCN(c1ccccc1)S(=O)(=O)c1cccc(C(=O)NNC(=O)c2ccncc2)c1
  A: 1	B: 8	C: -3	D: -3	E: 5	F: 1.9	G: 10	H: 16	I: -9
CCOC(=O)CN/C=C(\C#N)c1ccc(F)cc1
  A: 2	B: 2	C: -4	D: -2	E: 2	F: 4.3	G: 4	H: -8	I: 3
CCCn1nc2cc(C(=O)N(CC)c3ccc(OC)cc3)ccc2c1OCC
  A: 1	B: -1	C: 1	D: 2	E: 6	F: -0.2	G: -1	H: 7	I: 8
O=C(COC(=O)C1CC2C=CC1C2)Nc1cccc(S(=O)(=O)N2CCOCC2)c1 (stereo unspecified)
  A: 3	B: 2	C: 3	D: 7	E: 6	F: 3.6	G: 0	H: 6	I: -5
COc1ccc(C2(C(F)(F)F)NC(=O)N(C)C(=O)N2C)cc1 (stereo unspecified)
  A: 1	B: -4	C: 5	D: -2	E: -7	F: -0.1	G: 6	H: 5	I: -4
O=C(NCc1cccs1)Nc1cc(Cl)ccc1Cl
  A: 0	B: 0	C: -3	D: -7	E: -9	F: 0.8	G: -7	H: 5	I: -4
O=C(c1ccco1)n1nc(-c2ccco2)nc1SCc1ccccc1
  A: 0	B: -5	C: -2	D: -2	E: 3	F: 0.2	G: 7	H: 6	I: 2
O=C(Cc1ccccn1)c1ccccc1
  A: 1	B: 2	C: 4	D: 2	E: 10	F: -0.1	G: 3	H: 19	I: -16
COc1cc(C#Cc2c(-c3ccccc3)n(C)c3ccccc23)cc(OC)c1
  A: 1	B: 3	C: -3	D: 3	E: -1	F: -0.3	G: -1	H: 6	I: -9
COc1cc(SC)ccc1C(=O)Nc1ccc(Br)cn1
  A: 0	B: 5	C: -4	D: -1	E: 2	F: 0.7	G: 6	H: 13	I: -11
COc1ccc(N(CC(=O)N2CCN(c3ccccc3F)CC2)S(=O)(=O)c2c(C)n[nH]c2C)cc1
  A: 4	B: 0	C: 2	D: -6	E: 3	F: 0.8	G: -5	H: 12	I: -11
CCCN(CC(=O)Nc1ccccc1C)C(=O)c1cccc(S(=O)(=O)N2CCN(c3ccccc3)CC2)c1
  A: 1	B: 2	C: 1	D: -4	E: 7	F: 0.8	G: 2	H: 10	I: -6
NC(=O)c1cc(-c2ccccc2)nc2ccc(Br)cc12
  A: 1	B: 8	C: -3	D: 4	E: -7	F: 0.4	G: 1	H: 18	I: -11
COc1ccc(-c2nnc(-c3cc4ccccc4oc3=O)o2)cc1
  A: 0	B: -3	C: 5	D: 2	E: 7	F: -0.5	G: -2	H: -8	I: 12
O=C(Nc1cccc2ccccc12)c1ccc(F)cc1
  A: 1	B: 2	C: 3	D: -4	E: 5	F: 1.0	G: 5	H: 21	I: -9
CCOc1ccc(CNS(=O)(=O)c2c(C)nc3scc(C)n3c2=O)cc1OC
  A: 1	B: 5	C: 0	D: -2	E: 6	F: 0.1	G: -1	H: -5	I: -8
Cn1c(SCc2ccccc2)nc(N)c(N=O)c1=O
  A: 1	B: -5	C: 2	D: -1	E: -2	F: 0.6	G: 5	H: 11	I: -8

Molecules above with a CF3 group, in the order listed:
Codes: A = CHRM4 agonist; B = CHRM5 PAM; C = M4 antag; D = CHRM5 agonist; E = CHRM5 antagonist; F = CHO-K1 Ca ag; G = M4 PAM; H = CHO-K1 Ca PAM; I = CHO-K1 Ca antag
CC(C)NC(=O)Cn1nc(C(F)(F)F)c2c1CCC2
  A: 2	B: 3	C: -13	D: -3	E: -2	F: 0.5	G: 13	H: 19	I: -7
COc1ccc(C2(C(F)(F)F)NC(=O)N(C)C(=O)N2C)cc1 (stereo unspecified)
  A: 1	B: -4	C: 5	D: -2	E: -7	F: -0.1	G: 6	H: 5	I: -4

Compound profiles (already shown).
Entry for CCOc1ccc(CNS(=O)(=O)c2c(C)nc3scc(C)n3c2=O)cc1OC = CHRM4 agonist = 1; CHRM5 PAM = 5; M4 antag = 0; CHRM5 agonist = -2; CHRM5 antagonist = 6; CHO-K1 Ca ag = 0.1; M4 PAM = -1; CHO-K1 Ca PAM = -5; CHO-K1 Ca antag = -8
Entry for COc1ccc(OC)c(-c2nnc3n2N=C(c2ccc(OC)c(OC4CCCC4)c2)CS3)c1 = CHRM4 agonist = 3; CHRM5 PAM = -28; M4 antag = -2; CHRM5 agonist = -10; CHRM5 antagonist = 12; CHO-K1 Ca ag = -1.2; M4 PAM = -12; CHO-K1 Ca PAM = -23; CHO-K1 Ca antag = 8

A stretch taken from the entries so far, as a working copy:
Codes: A = CHRM4 agonist; B = CHRM5 PAM; C = M4 antag; D = CHRM5 agonist; E = CHRM5 antagonist; F = CHO-K1 Ca ag; G = M4 PAM; H = CHO-K1 Ca PAM; I = CHO-K1 Ca antag
CCOC(=O)c1sc2ncnc(N3CCN(CC)CC3)c2c1C
  A: 2	B: 5	C: -17	D: -6	E: -18	F: -0.4	G: 4	H: 9	I: -1
CC(C)NC(=O)Cn1nc(C(F)(F)F)c2c1CCC2
  A: 2	B: 3	C: -13	D: -3	E: -2	F: 0.5	G: 13	H: 19	I: -7
Cc1ccn2c(NC3CCCC3)c(-c3ccccn3)nc2c1
  A: 2	B: 6	C: -16	D: -1	E: -4	F: 2.5	G: -3	H: 3	I: -8
